Screening results as filed in PubChem.
RmlCD inh mix – inhibitors of RmlC and RmlD coupled enzymes. inhibition, % at 5.5 µM. 110,000 tested, 0.39% active. RmlC/RmlD coupled enzyme inhibition, 384-well mixture HTS; in the data active = inhibition above about 30%, passing the limit was not always enough; also: strong numbers were not always called active
RT RNaseH block – inhibitors of HIV-1 reverse transcriptase RNase H | P04585 | RT-RNase H RNA/DNA duplex cleavage, fluorescence | inhibition, % at 10 µM | 65,000 tested, 1.9% active | AID 565; in the data active = inhibition above about 50%
* = called active by the depositor. A portion of the library (hit frequency here may not be typical).

`Cc1ccc(CNC(=O)c2sc3nc4c(c(C(F)(F)F)c3c2N)CCC4)cc1` gave RmlCD inh mix 9.
For CCSc1nnc(-c2ccncc2)n1Cc1ccccc1 the results were RmlCD inh mix 2.
Screening S=c1[nH]nc(COc2ccc3ccccc3c2)o1 returned RmlCD inh mix 9.
`COc1ccc(Cn2c(=O)c3c(nc(NCCO)n3C)n(C)c2=O)cc1` gave RmlCD inh mix -6 and RT RNaseH block -7.
For O=c1c2ccccc2nc(CSc2nnnn2-c2ccccc2)n1-c1ccccc1 the results were RT RNaseH block 52*.
For CCCn1c(/N=C/c2ccc3c(c2)OCO3)nc2ccccc21 the results were RmlCD inh mix -14.
`CCOC(=O)CNC(=O)c1sc(NC(=O)c2cccc(F)c2)nc1C` gave RmlCD inh mix -14.
Screening O=C1OC(Nc2ccc(Br)cc2F)c2ccccc21 (stereo unspecified) returned RmlCD inh mix -14 and RT RNaseH block 0.
For Nn1c(SC/C=C/c2ccccc2)nnc1-c1ccccn1 the results were RmlCD inh mix -7 and RT RNaseH block 15.
Screening C/C=C(\C)CN1CCN(c2cc(C)ccc2C)CC1 returned RmlCD inh mix -4 and RT RNaseH block -2.
CCOC(=O)N1CCN(C(=O)/C(=C/c2ccc(OC)cc2)NC(=O)c2ccccc2)CC1 was read as RmlCD inh mix -44.
N#C/C(=C\c1ccc(Oc2ccc(C(F)(F)F)cc2[N+](=O)[O-])cc1)c1nc2ccccc2[nH]1 was read as RmlCD inh mix -7.
Screening Cn1c(=O)c2c(nc(NCc3ccc4c(c3)OCO4)n2Cc2ccccc2)n(C)c1=O returned RmlCD inh mix 26 and RT RNaseH block 7.
`CCOC(=O)C1CCCN(CC(=O)Nc2c(F)c(F)c(F)c(F)c2F)C1` (stereo unspecified) gave RmlCD inh mix 3 and RT RNaseH block -5.
For COc1ccc(C2CC(C(F)(F)F)n3ncc(C(=O)NCC4CCCO4)c3N2)cc1OC (stereo unspecified) the results were RmlCD inh mix -2 and RT RNaseH block 2.
CCCCn1c(CCCNC(=O)CC)nc2ccccc21 was read as RmlCD inh mix 9 and RT RNaseH block -7.
Screening COC(=O)C1=C(c2ccc(S(C)(=O)=O)cc2)C[C@@H]2CC[C@H]1N2C(=O)NCCNC(C)=O returned RmlCD inh mix -10.
COCCn1c(C)cc(C(=O)COc2nc3ccccc3nc2C)c1C was read as RmlCD inh mix -13 and RT RNaseH block -3.
COc1ccc(CCN)cc1O was read as RmlCD inh mix 1.
CC1CN(S(=O)(=O)c2ccc(NC(=O)c3ccco3)cc2)CC(C)O1 (stereo unspecified) was read as RmlCD inh mix 12 and RT RNaseH block 0.
`Cc1ccc(S(=O)(=O)N(CC(=O)N2CCOCC2)CC(=O)N2CCOCC2)cc1` gave RmlCD inh mix 6 and RT RNaseH block 0.
COC(=O)NC1CCC(CC2CCC(NC(=O)OC)CC2)CC1 (stereo unspecified) was read as RmlCD inh mix -13.
CNC(=O)CSc1nnnn1-c1ccc(C)cc1C was read as RmlCD inh mix 2 and RT RNaseH block -19.
For O=c1c2ccccc2nc(SCc2nnc(-c3ccccc3)o2)n1-c1ccccc1 the results were RmlCD inh mix 3 and RT RNaseH block -44.
Screening COC(=O)C1=C(C)N(C)C(=O)NC1c1ccc(O)c(OC)c1 (stereo unspecified) returned RmlCD inh mix -9 and RT RNaseH block -5.
CCCCC(=O)Nc1ccccc1C(=O)N1CCOCC1 was read as RmlCD inh mix -15.
`C=CCN1C=C2C(=O)C(C)(OC(=O)CCC(=O)OC)C(=O)C(Br)=C2C=C1c1ccc(OC)cc1` (stereo unspecified) gave RmlCD inh mix 0.
`CCOC(=O)c1cnc2sccn2c1=O` gave RmlCD inh mix 15 and RT RNaseH block -2.
For O=C(NC1CCS(=O)(=O)C1)C1CCCCN1S(=O)(=O)c1ccc(Cl)cc1 (stereo unspecified) the results were RmlCD inh mix 11 and RT RNaseH block 16.
For O=C(Nc1ccc(F)cc1)N1CCn2c(nc3ccccc32)C1 the results were RmlCD inh mix 11 and RT RNaseH block -5.
For COc1cccc(SCc2noc(C(=O)NCC3CCCO3)c2C(=O)O)c1 (stereo unspecified) the results were RmlCD inh mix -10.
Screening Cc1cc(N2C(=O)CC(C(C)c3ccccc3)C2=O)no1 (stereo unspecified) returned RmlCD inh mix -14.
Cc1cc(Nc2ccccc2F)n2nc(C)nc2n1 was read as RT RNaseH block -7.
Screening Cc1ccc(C(=O)C[n+]2cccc3ccccc32)cc1 returned RmlCD inh mix 5.
`Cc1ccc(-c2nc(CS(=O)CC(=O)NCc3ccccn3)c(C)o2)cc1` (stereo unspecified) gave RmlCD inh mix -5 and RT RNaseH block 9.
For C=CCOc1ccccc1CNCCCN1CCOCC1 the results were RmlCD inh mix -10.
Screening COC(=O)c1ccc(CSc2nc3cc(Cl)ccc3s2)o1 returned RmlCD inh mix 2.
CCCOC(=O)c1ccc(Nc2cc(C)nc3ncnn23)cc1 was read as RmlCD inh mix 10 and RT RNaseH block 2.
Screening CC(C)[C@H](NC(=O)NCCc1ccccc1)C(=O)O returned RmlCD inh mix 13.
For COc1ccc(NC(=O)Cc2nc3ccccc3[nH]2)cc1 the results were RmlCD inh mix 21 and RT RNaseH block -5.
For CCc1nc2ccccc2c(C(=O)O)c1C the results were RmlCD inh mix -12.
For Cc1cc(NC(=O)c2cccc(S(=O)(=O)N3CCCCCC3)c2)n(-c2ccccn2)n1 the results were RmlCD inh mix 4 and RT RNaseH block 6.
COc1cc(S(=O)(=O)NCCCN2CCOCC2)ccc1Cl was read as RmlCD inh mix 12.
Cc1c(C(=O)NCc2ccccn2)oc2ccccc12 was read as RmlCD inh mix -15 and RT RNaseH block -5.
Screening COC(=O)C1=C[C@@H](C(=O)OC)[C@@H]2C3=C(C(=O)[C@@]2(C)NC(=O)c2ccccc2)[C@H](c2ccccc2)n2c(=O)n(-c4ccccc4)c(=O)n2[C@@H]3C1 returned RmlCD inh mix 2.
Cc1nc2ccccc2c2c1C(=O)N(CCC1=CCCCC1)C2=O was read as RmlCD inh mix 7 and RT RNaseH block -2.
For CCCCN1C(=O)C(NC(=O)c2cccnc2)(C(F)(F)F)C2=C1CC(C)(C)CC2=O (stereo unspecified) the results were RmlCD inh mix -21.
For Cc1cc(NC(=O)c2cc(-c3ccncc3)nc3c(C)cccc23)no1 the results were RmlCD inh mix -1 and RT RNaseH block 44.
`COc1ccc(OCC(=O)OC(C)CN2CCOCC2)cc1` (stereo unspecified) gave RmlCD inh mix -16.
For Cc1ccc(Cl)cc1N1CCN(C(=O)c2cn(C)c(=O)c3c2c2ccccc2n3C)CC1 the results were RmlCD inh mix -5 and RT RNaseH block -21.
CN(C)c1ncc(S(=O)(=O)c2ccc(Cl)cc2)c(-c2ccccc2)n1 was read as RmlCD inh mix 6.
Screening O=C(CSc1nc2ccncc2[nH]1)Nc1ccccc1C(F)(F)F returned RmlCD inh mix 44 and RT RNaseH block -21.
Screening CCCCNc1ccc(C(CC(N)=O)NC(=O)Cc2ccc(Br)cc2)cc1[N+](=O)[O-] (stereo unspecified) returned RmlCD inh mix 9.
Screening COc1ccc([C@H]2C=C(C(=O)O)O[C@@H](OCCCCO)C2)cc1 returned RmlCD inh mix 5.
`CN(C)c1ccc(-c2nn3c(-c4ccc(Cl)cc4)nnc3s2)cc1` gave RmlCD inh mix -41 and RT RNaseH block 5.
`Cc1cccc(C(=O)Nc2onc(C)c2C#N)c1` gave RmlCD inh mix 6.
Screening Cn1c(=O)n(C)c2cc(NC(=O)C(F)(F)F)ccc21 returned RmlCD inh mix -21 and RT RNaseH block -7.
For Cc1sc2nc(C3CC3)nc(SCC(=O)N3CC(=O)Nc4ccccc43)c2c1C the results were RmlCD inh mix 1.
For Cc1cc(C=O)c(C)n1CC1CCCO1 (stereo unspecified) the results were RmlCD inh mix 3.
CCSc1nc(-c2ccc(OC)cc2)ccc1C#N was read as RmlCD inh mix -22 and RT RNaseH block -42.
`Cc1ccc(C)c(OCC(O)CN2CCC(C)CC2)c1C` (stereo unspecified) gave RmlCD inh mix 7 and RT RNaseH block -4.
`NC(=O)C1(N2CCCCC2)CCN(C(=O)c2cccs2)CC1` gave RmlCD inh mix -12 and RT RNaseH block -13.
O=C(C1=C(O)C(=O)N(CCCN2CCOCC2)C1c1ccccn1)c1cccs1 (stereo unspecified) was read as RT RNaseH block -8.
`Cc1nnc(NC(=O)c2ccc3ccccc3c2)o1` gave RmlCD inh mix -14 and RT RNaseH block 5.
For CCn1c(COc2cccc(OC)c2)nnc1SCC(=O)N1CCOCC1 the results were RmlCD inh mix 10 and RT RNaseH block -1.
For COc1ccccc1CCNC(=O)C1CCCO1 (stereo unspecified) the results were RmlCD inh mix 6 and RT RNaseH block -9.
Screening C#CCOCCOCCOCCNc1nc(N2CCN(C(=O)[C@H](CCCCN)n3cc([C@@H](N)C(C)CC)nn3)CC2)nc(N2CCN(C(=O)[C@H](Cc3ccc(O)cc3)n3cc([C@@H](N)CC(C)C)nn3)CC2)n1 (stereo partly specified) returned RmlCD inh mix -9.
Screening CCN1CCc2c(sc(NC(=S)NC(=O)c3ccccc3)c2C#N)C1 returned RmlCD inh mix 2.
`O=S(=O)(c1ccc(Cl)cc1)N1CCN(C2CCN(Cc3ccccc3)CC2)CC1` gave RmlCD inh mix 2.
Screening Cc1ccc(S(=O)(=O)N2CCCC2C(=O)OCc2nc3ccccc3s2)cc1 (stereo unspecified) returned RmlCD inh mix -9 and RT RNaseH block -41.
Screening Cc1ccc(S(=O)(=O)NCCNC(=O)c2cc(OCC(F)(F)F)ccc2OCC(F)(F)F)cc1 returned RmlCD inh mix -13.
Screening C1=C(c2c[nH]c3ccccc23)CCNC1 returned RmlCD inh mix 11 and RT RNaseH block -6.
For N#Cc1ccccc1CSc1ccccn1 the results were RmlCD inh mix -17 and RT RNaseH block -110.
For Cc1cc(C)c(NC(=O)CN2CCOCCOCCOCCOCC2)c(C)c1 the results were RmlCD inh mix 4.
Screening CN(C)P1(N(C)C)=Nc2c(c(N)nn2C)C(c2ccccc2)=N1 returned RmlCD inh mix 1 and RT RNaseH block 2.
For CCC(C)(C)n1nnnc1C(C(C)C)N(CCCO)Cc1cc2cc(C)ccc2[nH]c1=O (stereo unspecified) the results were RmlCD inh mix -11 and RT RNaseH block 2.
`CC1CCN(C(=O)N[C@@H](Cc2ccccc2)C(=O)O)CC1` gave RmlCD inh mix -8 and RT RNaseH block -5.
For C=CCN=C(NC#N)SCC(=O)NCc1ccccc1 the results were RmlCD inh mix 15 and RT RNaseH block -2.
Screening CO/N=C\Cc1oc(=O)c(NC(=O)c2ccccc2)cc1C(=O)OC returned RmlCD inh mix -1.
For COc1ccc(C2C(C(N)=O)=C(C)Nc3nc(-c4cccc(Cl)c4)nn32)cc1OC (stereo unspecified) the results were RmlCD inh mix 21 and RT RNaseH block -6.
For C=CCn1c(COc2ccc(Cl)cc2)nnc1SCc1ccc(C#N)cc1 the results were RmlCD inh mix -19 and RT RNaseH block -5.
For O=C(CSc1nnc(NC(=O)C2CC2)s1)Nc1ccc(F)cc1 the results were RmlCD inh mix -15 and RT RNaseH block 0.
For CCCn1c(NC(=O)c2cccc(S(=O)(=O)N3CCCC3)c2)nc2ccccc21 the results were RmlCD inh mix 0 and RT RNaseH block -9.
For CCC(=O)c1cn(CC(=O)NCc2cccnc2)c2ccccc12 the results were RmlCD inh mix 1 and RT RNaseH block -9.
`CCCCNC(=O)/C=C/c1ccc(OC)c(Br)c1` gave RmlCD inh mix 6.
For CCOC(=O)c1c(NC(=O)c2ccccc2C)sc2c1CC(C)(C)OC2 the results were RmlCD inh mix 5.

Of the compounds above, these have fluorine:
`Cc1ccc(CNC(=O)c2sc3nc4c(c(C(F)(F)F)c3c2N)CCC4)cc1` gave RmlCD inh mix 9.
`CCOC(=O)CNC(=O)c1sc(NC(=O)c2cccc(F)c2)nc1C` gave RmlCD inh mix -14.
Screening O=C1OC(Nc2ccc(Br)cc2F)c2ccccc21 (stereo unspecified) returned RmlCD inh mix -14 and RT RNaseH block 0.
N#C/C(=C\c1ccc(Oc2ccc(C(F)(F)F)cc2[N+](=O)[O-])cc1)c1nc2ccccc2[nH]1 was read as RmlCD inh mix -7.
`CCOC(=O)C1CCCN(CC(=O)Nc2c(F)c(F)c(F)c(F)c2F)C1` (stereo unspecified) gave RmlCD inh mix 3 and RT RNaseH block -5.
For COc1ccc(C2CC(C(F)(F)F)n3ncc(C(=O)NCC4CCCO4)c3N2)cc1OC (stereo unspecified) the results were RmlCD inh mix -2 and RT RNaseH block 2.
For O=C(Nc1ccc(F)cc1)N1CCn2c(nc3ccccc32)C1 the results were RmlCD inh mix 11 and RT RNaseH block -5.
Cc1cc(Nc2ccccc2F)n2nc(C)nc2n1 was read as RT RNaseH block -7.
For CCCCN1C(=O)C(NC(=O)c2cccnc2)(C(F)(F)F)C2=C1CC(C)(C)CC2=O (stereo unspecified) the results were RmlCD inh mix -21.
Screening O=C(CSc1nc2ccncc2[nH]1)Nc1ccccc1C(F)(F)F returned RmlCD inh mix 44 and RT RNaseH block -21.
Screening Cn1c(=O)n(C)c2cc(NC(=O)C(F)(F)F)ccc21 returned RmlCD inh mix -21 and RT RNaseH block -7.
Screening Cc1ccc(S(=O)(=O)NCCNC(=O)c2cc(OCC(F)(F)F)ccc2OCC(F)(F)F)cc1 returned RmlCD inh mix -13.
For O=C(CSc1nnc(NC(=O)C2CC2)s1)Nc1ccc(F)cc1 the results were RmlCD inh mix -15 and RT RNaseH block 0.
